Compound activity as filed in PubChem BioAssay.
NPYLR7 agonist = activates Aedes aegypti NPYLR7 receptor. HEK293T NPYLR7/Galpha15, GCaMP6s calcium fluorescence. activation, % at 10 µM. hit rate 0.15% among 270,000. AID 1259423; in the data active means activation above about 40%;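 further: 0% = vehicle and 100% = reference agonist at the receptor; some compounds past the cut are filed as inactive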
hcGAS inh = inhibitors of human cGAS; Q8N884; inhibition, % at 12.5 µM; hit rate 0.081% among 290,000; recombinant h-cGAS, ATP depletion, Kinase-Glo luminescence;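 further: 0% = vehicle reaction and 100% = reaction without DNA for no activity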
Target sequence (Q8N884 whole entry, looked up): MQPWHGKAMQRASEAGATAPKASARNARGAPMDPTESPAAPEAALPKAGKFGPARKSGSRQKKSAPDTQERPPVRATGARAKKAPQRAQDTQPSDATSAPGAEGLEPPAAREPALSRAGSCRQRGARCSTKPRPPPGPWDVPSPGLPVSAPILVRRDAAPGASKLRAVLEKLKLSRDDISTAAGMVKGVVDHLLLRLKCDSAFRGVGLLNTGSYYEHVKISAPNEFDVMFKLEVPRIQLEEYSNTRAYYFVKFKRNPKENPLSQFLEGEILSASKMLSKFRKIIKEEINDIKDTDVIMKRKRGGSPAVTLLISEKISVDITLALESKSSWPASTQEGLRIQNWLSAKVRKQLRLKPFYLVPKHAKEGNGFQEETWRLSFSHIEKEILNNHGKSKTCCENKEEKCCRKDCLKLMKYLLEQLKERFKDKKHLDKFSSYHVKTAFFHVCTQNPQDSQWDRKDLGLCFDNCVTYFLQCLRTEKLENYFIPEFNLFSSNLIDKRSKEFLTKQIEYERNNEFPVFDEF
mcGAS inh = inhibitors of mouse cGAS; recombinant cGAS, Kinase-Glo ATP depletion luminescence; inhibition, % at 12.5 µM; hit rate 0.15% among 160,000; AID 1259399;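 further: 0% = negative control wells and 100% = reference inhibitor with no enzyme activity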
* hit, by the source's call; x = no result given; & = joins results of further samples. Unless noted, no stated cut-off is given here; in the data, active means inhibition above about 40%; inactive means the rest.

SMILES,NPYLR7 agonist,hcGAS inh,mcGAS inh
COc1ccc(C)cc1CN1CCc2cc(S(N)(=O)=O)ccc21,6.0,-15.5,x
C/C(=N/N=C1\NC(=O)C(CC(=O)Nc2ccccc2C(F)(F)F)S1)c1ccc([N+](=O)[O-])cc1 (stereo not given),7.3,-12.3,x
CC(NC(=O)c1cc(NC(=O)c2ccc(Br)cc2)ccc1N1CCCC1)c1ccccc1 (stereo not given),-3.1,-7.6,-8.8
NC(=O)c1cccc(CC2CCN(C(=O)c3cc(=O)c4ccccc4o3)C2)c1 (stereo not given),2.8,-5.9,x
CC(C)=CCN1CCN(Cc2cn[nH]c2-c2ccc(Cl)cc2)CC1CCO (stereo not given),3.0,4.1,0.0
CCOc1ccc(-c2n[nH]c(C)c2-c2ccc(OC)cc2)c(O)c1,1.1,-6.1,-8.9
CCOC(=O)c1c(NC(=O)c2ccc(F)cc2)sc(C(=O)Nc2ccc(OC)cc2)c1C,-4.5,-9.0,-5.7
O=C(O)CSc1nnc(-c2ccc(F)cc2)c2ccccc12,-2.5,-1.3,x
CN1C(=O)NC(c2ccc(Cl)cc2)C2=C1CN(C(Cc1ccccc1)C(=O)NC1CCCCC1)C2=O (stereo not given),-0.5,-7.4,-4.2
CCOC(=O)c1ccc(OC2CC3CCC(C2)N3C(=O)c2ccc(CSc3nccs3)cc2)cc1 (stereo not given),6.0,-3.5,-4.6
COc1ccc(-n2c(C)nnc2SCc2ccc(C(=O)NCc3cccc(C(F)(F)F)c3)cc2)cc1,-4.0,3.4,2.1
Cc1nc(N(C)CCCc2c(C)n[nH]c2C)c2nc(C)oc2n1,3.0,-7.5,x
O=S(=O)(Nc1cccc2cccnc12)c1cccc(Cl)c1,8.2,0.6,x
O=C(NCCc1cn2ccccc2n1)c1cc(COc2c(F)cccc2F)on1,-8.0,3.2,-1.4
Cc1cc(C(=O)N2CCC(n3nccc3NC(=O)Nc3ccccc3Cl)CC2)c(C)o1,0.9,-7.6,-10.6
O=C(O)Cn1c(O)c(C2=c3ccccc3=NC2=O)sc1=S,-5.6,0.2,-0.1
Cc1cc([N+](=O)[O-])nn1CC(=O)NCCCN1CCOCC1,0.0,-7.0,-6.1
COCCCNS(=O)(=O)c1ccc(OCCC(C)C)c(C(N)=O)c1,2.2,8.2,x
O=C(NCC1CCCN(Cc2ccc3c(c2)OCCO3)C1)c1cc2ccccc2[nH]1 (stereo not given),4.8,-9.7,x
O=C(NCC1CCCN(Cc2nc(-c3ccccc3)cs2)C1)c1ccc2c(c1)OCO2 (stereo not given),3.4,-0.1,x
Cc1cc(C)c(C(O)c2ncc(-c3cccc(F)c3)[nH]2)c(C)c1 (stereo not given),3.1,-8.1,x
O=C1C[C@H]2C[C@@H](c3ccccc3)OC[C@]23NC(=NCC2CC2)S[C@H]13,8.6,-2.6,-9.3
COc1ccc(-c2ccc(=O)n(CCNS(=O)(=O)c3cccc(C)c3)n2)cc1,1.0,-6.1,-4.4
COCc1[nH]n2c(=O)cc(C)nc2c1-c1ccc(Cl)cc1,-16.2,-4.9,x
Cc1cccc(Cc2nnc(CCC(=O)N3CCCC3c3ccc(F)cc3)o2)c1 (stereo not given),18.2&-3.0,-8.1&-3.7,x
CN(Cc1ccccc1N1CCOCC1)C(=O)C1CCCN(C(=O)Nc2ccccc2)C1 (stereo not given),-0.3,-2.8,x
COc1ccc(S(=O)(=O)N2CCN(c3nc4ccccc4nc3-c3ccccc3)CC2)cc1OC,27.1,-6.2,x
CCc1cc(=O)oc2c(C)c(OCc3nn[nH]n3)ccc12,-4.6,-5.1,x
CC(Cn1cncn1)NS(=O)(=O)c1ccccc1 (stereo not given),-0.6,3.2,-1.6
CN1CCN(c2ncccc2CNC(=O)c2cccc(-c3cn[nH]c3)c2)CC1,x,-5.0,-9.4
O=C1CC2(CCN(c3ccnc4c(C(F)(F)F)cccc34)CC2)CN1,5.6,-5.5,-13.3
COc1cc(OC)cc(C(=O)N2CCN(c3ccc(Cl)cc3)C(=O)C2C)c1 (stereo not given),-2.0,-3.0,-6.2
Cc1cccc(-c2noc(CCC(=O)N3CCCN4CCC[C@H]4C3)n2)c1,14.1,-6.8,x
Cc1nn(-c2ccc(F)cc2)c(C)c1C(=O)N1CC(c2ccncc2)C1,-2.7,-8.7,x
Cc1ccccc1N1CC(c2nc3ccccc3n2CC(=O)OC(C)C)CC1=O (stereo not given),5.6,-9.4,-6.8
O=C(Nc1cccc(F)c1)N1CCc2nc(Nc3cc(Cl)cc(Cl)c3)ncc2C1,0.9,-7.3,x
COC(=O)CC1c2cccnc2C(=O)N1c1c(Cl)cccc1Cl (stereo not given),4.1,2.4,-4.4
Cc1ccc(C(=O)Nc2cccc(CNCCCN3CCCC3=O)c2)cc1,5.0,-3.6,x
Cc1ccc(NC(=O)NC(=O)N(C(C)C)S(C)(=O)=O)nc1,2.7,-4.1,x
O=C(N1CCc2ccc(S(=O)(=O)N3CCC(c4c[nH]c5ccc(F)cc45)CC3)cc2C1)C(F)(F)F,29.2,-13.8,-6.6

Entries of single compounds from above.
`COc1cc(OC)cc(C(=O)N2CCN(c3ccc(Cl)cc3)C(=O)C2C)c1` (stereo not given) reads NPYLR7 agonist = -2.0; hcGAS inh = -3.0; mcGAS inh = -6.2
`COC(=O)CC1c2cccnc2C(=O)N1c1c(Cl)cccc1Cl` (stereo not given) reads NPYLR7 agonist = 4.1; hcGAS inh = 2.4; mcGAS inh = -4.4

New compounds follow:
SMILES,NPYLR7 agonist,hcGAS inh,mcGAS inh
c1cc(CN2CCC(c3ccnc(-c4ccncc4)c3)C2)n(-c2nccs2)c1 (stereo not given),15.4,-6.2,-16.6
Cc1csc(SCc2cc(=O)c(OC(=O)c3ccc(Br)cc3)co2)n1,14.0,-4.6,-0.9
Cc1ccccc1CN1CCNC(=O)C1CC(=O)NC1(c2ccccc2)CC1 (stereo not given),0.7,-2.1,-2.7
CCN1CCN(c2ccc(C(=O)C=Cc3cccc(O)c3)cc2F)CC1,13.9,-8.5,x
CCOc1ccc(S(=O)(=O)N2CCCCC2)cc1NCC(=O)N1CCc2ccccc21,22.8,-0.1,x
CC(C)NC(=O)[C@@]1(OCc2ccc(C#N)cc2)CC(OCc2c(F)cccc2F)[C@H](O)[C@H](O)C1 (stereo not given in full),4.3,-3.2,-8.5
Cc1nc(-c2ccccc2)ccc1C(=O)NCc1cc(Br)c[nH]1,10.5,-8.7,x
Cc1ccc(NC(=O)CN2C(=O)c3ccccc3S2(=O)=O)c(Cl)c1,10.5,-15.8,x
CC(=C\c1ccccc1)/C=C1N=C(/C=C/c2ccccc2)OC/1=O,5.3,-10.1,-2.7
Cc1nc(C(F)(F)F)ccc1C(=O)N1CCC1(C)C(=O)NCc1ccc2c(c1)OCO2 (stereo not given),3.5,-5.2,-6.2

At a glance, some entries already given:
SMILES,NPYLR7 agonist,hcGAS inh,mcGAS inh
CCN1CCN(c2ccc(C(=O)C=Cc3cccc(O)c3)cc2F)CC1,13.9,-8.5,x
CCOc1ccc(S(=O)(=O)N2CCCCC2)cc1NCC(=O)N1CCc2ccccc21,22.8,-0.1,x
CC(C)NC(=O)[C@@]1(OCc2ccc(C#N)cc2)CC(OCc2c(F)cccc2F)[C@H](O)[C@H](O)C1 (stereo not given in full),4.3,-3.2,-8.5
Cc1nc(-c2ccccc2)ccc1C(=O)NCc1cc(Br)c[nH]1,10.5,-8.7,x

(cont.)
SMILES,NPYLR7 agonist,hcGAS inh,mcGAS inh
O=C(NCCn1ncc2c(N3CCOCC3)ncnc21)c1cc(-c2ccccc2)on1,0.4,-9.1,-7.8
CC(=NNC(=O)CSc1nnc(SCc2ccccc2)s1)c1cccc([N+](=O)[O-])c1,-3.0,-5.1,-3.6
CCCCc1cn(CC2CCN(C(=O)c3ccco3)CC2)nn1,2.9,-7.8,-16.6
CN(C)S(=O)(=O)c1cc(NC(=S)NC2CC3CCC2C3)ccc1Cl (stereo not given),1.0,-4.3,x
O=C(CN1CCCC(OCc2ccccn2)C1)Nc1nc2ccccc2[nH]1 (stereo not given),-4.2,-1.8,2.4
CCSc1nnc(-c2cc(Br)ccc2N)c(=O)[nH]1,4.8,1.8,x
CCC1CCC(C(=O)NCc2nc(CCc3ccccc3)n[nH]2)CC1 (stereo not given),-8.3,-2.1,-2.3
Cc1ccc(-n2nc(C(=O)NCc3ccccn3)c(=O)n(Cc3ccccc3Cl)c2=O)cc1C,-6.0,-4.6,-9.5
CCCC(O)CN1CCC(=O)N(CC(=O)C(C)(C)C)Cc2ccccc21 (stereo not given),-1.3,-0.6,-4.5
O=C(Nc1cc(F)cc(F)c1)N1CCc2[nH]nc(C(F)(F)F)c2C1,19.4,-8.7,-15.7
O=C(O)C1CC2(CCNCC2)CN1CCOc1ccccc1 (stereo not given),2.2,-3.5,-7.4
CCc1ccc2nc(N(CCCN3CCOCC3)C(=O)c3cccs3)sc2c1,-3.7,-9.2,-10.4
Cc1nc(-c2ccc(F)cc2)c(CC(=O)N2CCN(C(=O)C3CCCO3)CC2)s1 (stereo not given),2.4,-8.1,x
CSc1ccc(NC(=O)c2cccc(-c3nnc(C)o3)c2)cc1F,2.3,-4.6,x
COc1ccc(C2c3cccn3CCN2C(=O)Nc2cccs2)cc1OC (stereo not given),15.5,-4.6,x
CN(Cc1ccc(-n2cccn2)cc1)Cc1cccc2nonc12,14.1,-1.5,x
CCn1c(C2CCN(C(=O)CCn3nnc4ccccc43)CC2)nn(C)c1=O,4.5,-7.5,-19.1
CC(Cc1cccs1)Nc1ccc(-c2nccn2C)nn1 (stereo not given),9.5,-4.8,x
CC(C(=O)Nc1ccc2c(c1)OCO2)N1CCN(c2ccccn2)CC1 (stereo not given),6.0,-13.9,-6.7
O=C(NC(COCc1ccccc1)c1ccccc1)c1ccc(=O)[nH]n1 (stereo not given),16.1,-10.8,x
OCCC1CN(C2CCN(c3ccccc3)CC2)CCN1CC1CCCCC1 (stereo not given),3.6,-10.0,x
O=C([C@@H]1C[C@@H]2C=C[C@H]1C2)N1CCC(C2(c3ccccn3)NC(=O)N(CCc3cccs3)C2=O)CC1 (stereo not given in full),25.3,-7.1,-12.3
CC(c1ccc(-n2cncn2)cc1)N(C)CC(=O)Nc1ccc(F)c(F)c1 (stereo not given),2.2,-7.9,-9.8
CCOc1ccc(-c2nc(CC(=O)N3CCCSCC3)cs2)cc1,3.1,-10.6,x
COc1cccc2c1OCC(C(=O)NC1CCC(n3cnnc3)CC1)C2 (stereo not given),11.5,-2.8,x
NS(=O)(=O)c1ccc(NS(=O)(=O)c2ccc(Cl)c([N+](=O)[O-])c2)cc1,0.1,-3.3,x
COCC1(C(=O)NCc2ccc(-c3ccccn3)s2)CCC1,5.8,-3.7,-18.3
CCN1CCCC(N2CCNCC2)C1 (stereo not given),-1.7,-5.5,x
CCCC(=O)NC(c1ccc(F)cc1)c1nccn1C (stereo not given),11.1,-15.4,x
O=C(c1cn(CCCc2ccccc2)nn1)N1CCN(C2CCCC2)C(=O)C1,-3.6,1.4,x
Cc1nc2c(-c3ccccc3)cnn2c(N2CCN(c3ccccc3)CC2)c1C,4.0,-9.3,-9.0
c1ccc(-c2nnc(N3CCN(Cc4ccc5c(c4)OCO5)CC3)c3ccccc23)cc1,0.0,-3.7,x
CNc1ccc(-c2ccc(OC)cc2OC)cn1,2.3,-12.9,x
C=C(C(=O)O)[C@@H]1CC[C@@]2(C)CCC[C@](C)(O)[C@@H]2C1,2.6,1.4,-5.0
CCc1cccc(NC(=O)CCC(=O)NC(C)c2ncn[nH]2)c1 (stereo not given),7.9,-5.8,-18.3
COCCNC(=O)c1ccc(CSc2nnc(Cc3ccccc3)n2-c2ccc(OC)cc2)cc1,-3.9,5.1,0.4
CCc1cc(CNC(=O)CCOC(C)C)[nH]n1,-8.3,-2.2,x
CCC1CCCCN1C(=O)c1cnc2nc(C)ccc2c1Nc1ccc(OC)c(Cl)c1 (stereo not given),0.7,-2.4,-3.1
CC(=O)Nc1ccc(-c2nc3ncccc3o2)c(Cl)c1,15.9,18.1,-5.3
NC(=O)c1ccc[n+](Cc2nc3ccsc3c(=O)[nH]2)c1,14.3,-6.7,-10.9
CCOc1cccc(-c2cc(N3CCN(CCO)CC3)n3nccc3n2)c1,-1.2,-8.2,-2.5
COc1cccc(C2CCCN2Cc2nc(-c3ccc(OC)c(OC)c3OC)no2)c1 (stereo not given),21.4,-7.6,x
Cc1nc2c(C(=O)N3CCc4onc(-c5ccccc5)c4C3)cccc2[nH]1,20.1,-2.5,-12.7
CC(C)(C)c1cc(CN2CCCC(N3CCCC3=O)C2)[nH]n1 (stereo not given),3.4,-4.2,x
CN(Cc1ccccc1)c1nc2c(c(=O)[nH]c(=O)n2C)n1CCCSc1ncccn1,4.2,0.4,x
COc1ccccc1CN(CCN1CCOCC1)Cc1nc(C(=O)N2CCN(C(C)=O)CC2)co1,13.5,-4.7,-4.1
CCOC(=O)c1nc2ccccc2nc1N1CCN(S(=O)(=O)c2c(C)c(C)c(C)c(C)c2C)CC1,9.3,-8.6,-5.6
NC(=O)C1CCN(S(=O)(=O)c2c(Cl)nc3ccccn23)CC1,11.5,-4.4,-10.2
Clc1cc(CN2CCc3ccccc32)ccn1,-1.1,-5.9,-9.3
COc1cn(CC(N)=O)c(CN2CCCCC2)cc1=O,-3.3,2.6,-5.2
